# HIF activator: HIF pathway transcriptional activators, primary screen, cell-based, U2OS HRE-luciferase, luminescence; U2OS HRE-luciferase reporter; normalized: DMSO 0%, desferrioxamine 100%; activation, % at 7.5 µM (by protocol); hit rate 0.32% among 300,000;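 active = mean activation of at least 10% of the iron chelator positive control signal, with at least half of replicates also reaching 10%; inconclusive = mean and replicate majority disagree about reaching 10%; inactive = mean and most replicates under 10%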
# aSyn UTR inh: MLPCN primary screen, SNCA 5' untranslated region | alpha-synuclein 5'UTR reporter, inhibitor activity | inhibition, % (tested at 7.5 µM) | hit rate 0.82% among 300,000; in the data active = inhibition above about 60%; inconclusive = no clear call, values can overlap the other calls;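 also: H4 neuroglioblastoma cells stably carrying SNCA 5'UTR luciferase fusion; 0% = DMSO wells and 100% = positive control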
# HSF1 activator: HSF-1 activators, primary screen, NIH3T3-HGL cells, MG132 stress, luminescence, single point; NIH3T3-HGL HSF-1 luciferase reporter, 8 h; 100% = twice DMSO control signal; activation, % at 9 µM; hit rate 1.7% among 300,000;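 active = mean replicate activation of at least 50% with a set share of replicates each reaching 50%; inconclusive = only one of those two conditions met; inactive = mean below 50% and too few replicates reaching it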;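 also: 0% = median of the neutral control wells and 100% = twice that signal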
# AI-2 QS mod: Vibrio harveyi AI-2 quorum sensing modulators, primary screen, JMH597 strain, luminescence/OD600 ratio; Vibrio harveyi JMH597 AI-2 luminescence/OD600 ratio, 9 h; stronger effect = lower value; strain lacks LuxN and CqsS sensors; 0 = neutral-control median; activity change, % at 7.5 µM; hit rate 0.4% among 300,000; in the data active = activity change below about -75%, passing the limit was not always enough; inconclusive = no clear call, values can overlap the other calls;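 also: luminescence divided by OD600 gain over 9 h not by final OD600 alone; inactives centre near 13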
# IEC-6 tox: cytotoxicity in IEC-6 intestinal epithelial cells, primary screen, cytotoxicity control for KLF5 inhibitor project, cell-based, luminescence | inhibition, % at 5 µM | AID 1825, 2009 | hit rate 0.78% among 290,000 | IEC-6 cytotoxicity, luminescence viability; in the data active = inhibition above about 22%;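 also: 0% = plate median of test compound wells and 100% = cytotoxic reference compound wells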
# HSP90 refold inh: HSP90 inhibitors, primary screen, cell lysate, luminescence; Heat shock protein HSP 90 (rabbit reticulocyte lysate; luciferase refolding); inhibition, % at 5.6 µM; AID 1789, 2009; hit rate 0.91% among 290,000; Rabbit reticulocyte lysate, luciferase refolding luminescence, 3 h;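 active = inhibition above the screen-wide mean plus 3 SD, computed separately per campaign, cut at about 16% in these data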;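 also: 0% = DMSO wells and 100% = 60 µM geldanamycin wells; inhibitors lower the luminescence because luciferase stays unfolded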
# KLF5 inh: KLF5 expression inhibitors, primary screen, DLD-1 cells, luminescence | inhibition, % at 5 µM | DLD-1 KLF5 promoter-luciferase reporter | hit rate 0.23% among 290,000;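 active = inhibition above a per-plate limit of that plate's mean compound inhibition plus 3 SD, cut at about 60% in these data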;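 also: 0% = DMSO wells and 100% = LY294002 at 200 µM; higher means less KLF5 promoter-driven luciferase light; inactives centre near -14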
# SKKanGAS inh: S. pyogenes SKKanGAS growth inhibitors in kanamycin, primary screen, streptokinase expression inhibitor project, SKKanGAS strain, BacTiter-Glo luminescence; 6 h; inhibition, % at 7.5 µM; hit rate 1.3% among 300,000;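 active = mean replicate score, as percent of positive control median, at least 50; inconclusive = mean below 50 but one replicate at or above 50; inactive = mean and every replicate below 50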;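 also: strain carries kanamycin resistance gene driven by streptokinase promoter and grows in 40 µg/ml kanamycin; loss of luminescence reflects streptokinase promoter inhibition or plain growth inhibition; 0% = median of DMSO wells and 100% = positive control at its reference dose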
# HSF1 inh: HSF1 inhibitors in luciferase reporter cells, primary screen, cell-based, NIH3T3, luminescence. hit rate 0.77% among 300,000. NIH3T3-HGL HSE-luciferase, MG132-induced, luminescence 8 h; stronger effect = lower value. activity change, negative = inhibition, % at 7.5 µM (by protocol);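 active = more than half of replicate wells show activity change below -50%, luminescence cut by over half; inconclusive = some wells, but at most half, below -50%; inactive = no replicate well below -50%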;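 also: luciferase reports HSF-1 transcriptional activity via heat shock element; 0% = median of DMSO wells and -100% = zero luminescence signal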
# Platelet DG rel: inhibitors of platelet dense granule secretion, primary screen, cell-based, MLPCN, human platelets. hit rate 0.22% among 300,000. inhibition, %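 (compounds screened at 7.5 µM in platelet-rich plasma)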. human platelet-rich plasma, SFLLRN dense granule ATP release, luminescence;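 active = mean replicate score, as percent of positive control, at or above 50; inconclusive = mean below 50 but at least one replicate at or above 50; inactive = mean and every replicate below 50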
# An asterisk follows results filed as active; ? = inconclusive; / = not tested or not shown.
SMILES,HIF activator,aSyn UTR inh,HSF1 activator,AI-2 QS mod,IEC-6 tox,HSP90 refold inh,KLF5 inh,SKKanGAS inh,HSF1 inh,Platelet DG rel
COc1ccc(N=c2cc(-c3ccc(O)cc3)oc3ccccc23)cc1,0.2,-62,-6,21,-7,3,-64,-1,-6,3
COc1cccc2c(=O)cc(C)n(CC(=O)Nc3ccc(Br)cc3)c12,0.1,-11,7,9,-3,0,-12,4,2,12
O=C(O)CC1SC(=Nc2cccc(O)c2)NC1=O (stereo unspecified),/,-9,31,19,-4,-1,-18,-8,-4,5
CCOc1cc(C(=O)NCC(=O)N/N=C/c2sccc2C)cc(OCC)c1OCC,-0.2,9,-9,26,7,3,-31,-1,-4,3
COc1cccc(NC(=O)Nc2ccc3c(c2)N(C)C(=O)CS3)c1,1.7,-48,-19,-40,0,-5,-29,-3,-8,-4
CC(C)CCc1noc(CN(CC2CCC2)CC2CCCO2)n1 (stereo unspecified),-1.1,7,-16,21,1,4,-19,-16,-3,0
CC(C)C[C@H](NC(=O)OC(C)(C)C)C(=O)NCC1CCC(C(=O)N[C@@H](Cc2ccccc2)C(=O)O)CC1 (stereo partly specified),1.1,-8,-27,-2,0,2,-6,-1,-6,11
CCNc1ccc(S(=O)(=O)NCCN(C)C)cc1[N+](=O)[O-],0.0,8,2,8,1,-1,-10,-3,2,9
COC(=O)C(CCSC)NC(=O)CNS(=O)(=O)c1ccc(Br)cc1 (stereo unspecified),-0.8,9,-1,9,0,2,-35,-4,-4,-2
COC(=O)C1=C(N)OC2=C(C(=O)CC(C)(C)C2)C1c1cccnc1 (stereo unspecified),0.7,1,13,18,2,3,-36,-1,-1,-5
CCOc1ccccc1C(C(=O)NC1CCCCC1)N(C(=O)c1csnn1)C1CC1 (stereo unspecified),0.8,-3,-9,/,-2,2,-3,5,-2,-1
CCn1c(SCC(=O)Nc2nc(C)c(C)s2)nnc1-c1cccs1,-0.7,-7,13,8,-4,-2,0,-4,7,1
Cc1ccc(N(CC2CO2)S(=O)(=O)c2ccccc2[N+](=O)[O-])cc1 (stereo unspecified),0.3,-15,-9,26,7,8,-1,-4,3,2
Oc1ccc(-c2csc(-c3cccnc3)n2)cc1O,2.9,-96,42,3,16,-7,-110,-3,26,4
Cc1c(C#N)c(=O)oc2ccc3ccccc3c12,-1.0,-14,-4,14,4,4,1,1,-4,0
O=C(CSc1ccc2nnc(-c3ccc(F)cc3)n2n1)NCC1CCCO1 (stereo unspecified),-0.5,-1,0,22,-11,-2,-38,-1,5,-4
CCCn1c(C(O)c2ccc(OCC)cc2)nc2ccccc21 (stereo unspecified),0.0,-1,16,20,2,-1,10,2,3,-10
CNCC(O)Cn1c2c(c3ccccc31)CCCC2 (stereo unspecified),-0.3,-11,2,9,1,-5,-3,-3,-5,-1
COc1ccc(N(CCC(=O)O)S(=O)(=O)c2ccc(C)c(C)c2)cc1,-1.8,-11,2,7,0,-2,-21,-13,0,-7
O=S1(=O)[C@H]2C[C@@H]3C=C[C@@]2(CN1Cc1cccc(F)c1)O3,1.1,-7,-11,13,-4,-3,-36,7,-3,5

# Record cards, as listed above. Screens in order: HIF activator, aSyn UTR inh, HSF1 activator, AI-2 QS mod, IEC-6 tox, HSP90 refold inh, KLF5 inh, SKKanGAS inh, HSF1 inh, Platelet DG rel
# Entry for O=S1(=O)[C@H]2C[C@@H]3C=C[C@@]2(CN1Cc1cccc(F)c1)O3 → 1.1, -7, -11, 13, -4, -3, -36, 7, -3, 5
# Entry for O=C(O)CC1SC(=Nc2cccc(O)c2)NC1=O (stereo unspecified) → /, -9, 31, 19, -4, -1, -18, -8, -4, 5
# Entry for CC(C)CCc1noc(CN(CC2CCC2)CC2CCCO2)n1 (stereo unspecified) → -1.1, 7, -16, 21, 1, 4, -19, -16, -3, 0
# Entry for CC(C)C[C@H](NC(=O)OC(C)(C)C)C(=O)NCC1CCC(C(=O)N[C@@H](Cc2ccccc2)C(=O)O)CC1 (stereo partly specified) → 1.1, -8, -27, -2, 0, 2, -6, -1, -6, 11

# New compounds follow:
SMILES,HIF activator,aSyn UTR inh,HSF1 activator,AI-2 QS mod,IEC-6 tox,HSP90 refold inh,KLF5 inh,SKKanGAS inh,HSF1 inh,Platelet DG rel
CCCN1CNC(=S)N(c2cccc(C)c2)C1,/,/,/,15,-4,2,-10,-1,/,/
Cc1nccn1CCCNC(=O)CC1C(=O)NCCN1Cc1ccc(Cl)c(F)c1 (stereo unspecified),-0.1,15,16,15,3,0,-3,3,8,3
Cc1ccc(N=C(NO)c2nonc2N)c(C)c1,0.4,3,-2,3,0,-3,-34,-1,-11,-15
O=C(Oc1ccccc1C(=O)N1CCOCC1)c1ccccc1,-0.3,-7,-4,9,1,4,6,1,-4,-15
O=C(Cc1ccccc1)Nc1ccc(NC(=O)c2ccccc2)nc1,3.6,-184,26,0,3,1,-95,-3,5,-22
O=C(Cn1c(=O)c2cccn2c2ccccc21)NCCc1ccccc1,0.2,-29,1,8,-2,-4,-6,-7,-6,-14
CCOc1ccc(CN2CCNC(=O)C2CC(=O)O)cc1 (stereo unspecified),0.5,-16,2,-5,-1,2,4,-10,4,-6
O=C(OCc1nc2ccc(Cl)cc2n1CCO)c1ccc2c(c1)OCO2,0.4,-8,15,30,9,6,-16,-3,1,5
S=C(NCCC(c1ccccc1)c1ccccc1)Nc1ccccc1Cl,-0.2,-1,4,27,1,7,11,6,0,6
CCN(CC)C(=S)Nc1ccc(Cl)c(Cl)c1,1.3,-12,?,4,3,1,-14,19,30,12
CN(C)C(=O)[C@H]1C[C@H]1[C@@H](O)[C@H](CO)NC(=O)[C@H](Cc1ccccc1)NC(=O)OC(C)(C)C,1.3,5,-17,10,-1,-4,-12,1,-7,0
CCOC(=O)c1ccccc1NC(=O)CSc1nc2[nH]ncc2c(=O)[nH]1,0.5,3,15,26,/,/,/,-1,3,-2
CCCC1O[C@@H]2CC3C4CCC5=CC(=O)C=C[C@]5(C)C4C(OC(C)=O)C[C@]3(C)[C@]2(C(=O)COC(C)=O)O1 (stereo partly specified),-0.9,44,8,28,-11,0,0,-1,1,-3
CCOc1ccc(C(CC(=O)O)NC(=O)C23CC4CC(CC(C4)C2)C3)cc1 (stereo unspecified),-0.1,33,2,2,6,-1,-23,-9,0,3
COc1ccc([C@@H]2[C@@H]3C(=O)N(C(C)(C)C)C(=O)[C@@H]3[C@]3(C)C(=O)N(c4cccc(C)c4)C(=O)N23)cc1,-1.4,6,-4,18,-10,-5,6,2,-1,-1
COc1cc(NC(=O)C2CC2)c(C(=O)O)cc1OC,0.0,-6,14,3,-6,-1,9,8,-1,1
COc1cc(C(=O)O/N=C2/C=C(C)C(=O)C=C2C)cc(OC)c1OC,-0.3,-16,6,20,-6,-3,-26,/,0,-2
CC1CCN(c2ccc([N+](=O)[O-])cc2C(N)=O)CC1,-0.3,33,-1,12,-9,2,-49,4,-7,-2
COC(=O)c1cc(S(=O)(=O)n2nc(C)cc2C)c(Cl)cc1Cl,-0.3,-49,3,46,/,/,/,5,-9,36
CCC(C)NC(=O)C1CCCN(C(=O)Nc2ccc(F)cc2)C1 (stereo unspecified),-0.2,5,-13,25,-8,-1,-15,-3,-9,-1
CCOc1ccc(NC(=O)c2cccc(OC(=S)N3CCC(C)CC3)c2)cc1,0.0,1,0,23,6,-5,-43,-3,4,4
COc1ccc(CNc2nc(-c3ccccc3)nn2C(=O)c2cccs2)cc1,0.9,-34,30,11,0,5,-16,-4,8,5
CCn1c(COc2ccc(C)cc2)nc2ccccc21,2.8,-126,81*,23,13,3,-66,6,47,-2
O=C(CCS(=O)(=O)Cc1ccccc1)Nc1nncs1,-0.3,-16,-6,16,-5,-3,-26,-1,-6,-22
CCOc1ccc(S(=O)(=O)Nc2ccc3c(c2)n(C)c(=O)n3C)cc1,-0.3,-38,-13,1,12,-1,-32,4,4,-1
COc1cnc(SC)nc1Nc1ccc(C#N)cc1,0.2,11,17,16,-1,1,-9,6,-6,-6
COc1ccc(C(=O)Cn2c(NCCCO)nc3ccccc32)cc1OC,-0.2,18,-3,/,-2,7,-39,2,-11,-4
O=S(NCc1ccccc1)C12CC3CC(CC(C3)C1)C2 (stereo unspecified),0.0,-5,0,22,-6,0,-9,1,-8,16
Cc1csc(NC(=O)CNS(=O)(=O)c2cccs2)n1,0.9,-20,-33,19,2,-1,-24,-9,-14,0
Cc1ccc(C)c2nc(SCC(=O)N3CCCc4ccccc43)c(C#N)cc12,-0.7,21,0,5,0,-1,-34,6,0,6
CCc1ccc(N(CC(=O)Nc2ccc(OC)cc2OC)S(C)(=O)=O)cc1,0.1,17,24,44,2,7,-14,3,16,-3
CC1CCc2[nH]c3ccc(C(=O)N(C)CC(=O)Nc4ccc(F)cc4)cc3c2C1 (stereo unspecified),0.2,-10,-2,13,0,-1,-32,-11,-6,3
COc1ccc(NC(=O)CN(C)C(=O)c2sc3cc(Cl)ccc3c2Cl)cc1,-0.2,-8,-7,19,/,/,/,21,0,-3
CCOc1ccc(S(=O)(=O)NCCC(=O)NC(C)CCc2ccccc2)cc1 (stereo unspecified),0.1,8,-1,16,/,/,/,-5,6,-7
COc1ccccc1NC(=S)N1CCC(NC(=O)c2ccco2)CC1,-1.0,14,-14,18,-7,-2,-16,-5,-5,-12
Oc1cccc(-n2nnnc2SCc2ccccc2F)c1,1.4,-2,16,-4,-3,2,-33,15,6,3
COc1cccc(NC(=O)COc2ccc(C(=O)N3CCN(C)CC3)cc2)c1,0.6,-3,4,10,2,-4,9,-5,0,-1
Cc1ccc(C2/C(=C(/O)c3cnn(-c4ccccc4)c3C)C(=O)C(=O)N2CCCN2CCOCC2)o1 (stereo unspecified),3.3,-111,32,-11,-2,-2,-17,4,15,7

# Filtered by structure: those above containing a cyano group (3)
SMILES,HIF activator,aSyn UTR inh,HSF1 activator,AI-2 QS mod,IEC-6 tox,HSP90 refold inh,KLF5 inh,SKKanGAS inh,HSF1 inh,Platelet DG rel
Cc1c(C#N)c(=O)oc2ccc3ccccc3c12,-1.0,-14,-4,14,4,4,1,1,-4,0
COc1cnc(SC)nc1Nc1ccc(C#N)cc1,0.2,11,17,16,-1,1,-9,6,-6,-6
Cc1ccc(C)c2nc(SCC(=O)N3CCCc4ccccc43)c(C#N)cc12,-0.7,21,0,5,0,-1,-34,6,0,6
